VLA-4 inh: inhibition in human VLA-4 binding assay, primary screen, VLA-4 allosteric modulator project, MLPCN library, flow cytometry, VLA-4 expressing cells. ligand binding flow cytometry. AID 2557, 2010. inhibition, % (about 7 µM as worked out from the volumes in the protocol). Integrin alpha-4 (Homo sapiens), P13612. 330,000 tested, 0.2% active; in the data active = inhibition above about 50%
Target sequence (P13612 whole entry, looked up): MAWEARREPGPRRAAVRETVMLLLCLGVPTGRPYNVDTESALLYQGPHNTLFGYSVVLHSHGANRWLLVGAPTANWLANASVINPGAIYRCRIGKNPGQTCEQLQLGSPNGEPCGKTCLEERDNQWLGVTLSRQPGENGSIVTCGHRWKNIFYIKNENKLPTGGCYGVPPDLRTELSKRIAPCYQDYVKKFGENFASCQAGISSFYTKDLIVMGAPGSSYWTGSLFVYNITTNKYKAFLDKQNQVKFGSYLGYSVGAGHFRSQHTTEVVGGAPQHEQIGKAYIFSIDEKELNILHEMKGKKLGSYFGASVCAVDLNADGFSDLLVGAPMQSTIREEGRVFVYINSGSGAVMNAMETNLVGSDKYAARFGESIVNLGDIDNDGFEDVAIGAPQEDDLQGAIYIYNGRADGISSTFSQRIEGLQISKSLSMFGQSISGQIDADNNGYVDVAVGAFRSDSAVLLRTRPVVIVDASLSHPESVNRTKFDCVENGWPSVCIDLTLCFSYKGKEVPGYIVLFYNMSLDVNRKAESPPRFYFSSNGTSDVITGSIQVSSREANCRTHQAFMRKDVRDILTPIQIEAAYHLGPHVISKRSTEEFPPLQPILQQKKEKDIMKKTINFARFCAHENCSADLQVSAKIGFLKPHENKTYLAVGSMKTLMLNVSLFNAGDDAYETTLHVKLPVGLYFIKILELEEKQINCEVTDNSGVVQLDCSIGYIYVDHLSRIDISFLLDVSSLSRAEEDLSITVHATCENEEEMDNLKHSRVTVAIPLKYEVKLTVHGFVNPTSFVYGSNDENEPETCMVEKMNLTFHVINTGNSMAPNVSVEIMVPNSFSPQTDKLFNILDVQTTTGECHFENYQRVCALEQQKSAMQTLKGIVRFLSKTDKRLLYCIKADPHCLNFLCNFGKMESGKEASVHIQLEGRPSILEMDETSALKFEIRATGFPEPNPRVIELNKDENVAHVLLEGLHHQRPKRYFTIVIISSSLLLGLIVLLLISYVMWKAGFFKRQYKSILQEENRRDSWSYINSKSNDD
procasp3 activ: activators of human procaspase-3 D3A mutant, primary screen, biochemical, absorbance, PC-3 D3A mutant, single concentration | Caspase-3 (Homo sapiens), P42574 | recombinant procaspase-3 D3A, Ac-DEVD-pNA absorbance 405 nm | activation, % at 8.5 µM | 330,000 tested, 0.11% active;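 active = activation above the mean of all tested compounds plus 3 SD, cut at about 21% in these data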;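 note: 0% = DMSO alone and 100% = DMSO wells spiked with extra 5 µM PC-3 D3A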
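Assay system: Procaspase-3 D3A mutant, all three cleavage aspartates alanine. Buffer or medium: Zinc-free HEPES saline buffer with Triton X-100. Times: 1 h compound preincubation, 2 h substrate hydrolysis at 25 °C. Measured by: 405 nm absorbance of p-nitroaniline, reads at 0 and 120 min. Read-out basis: percent activation relative to control range. Replicates: singlicate.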
CTSL1 counter: Fasciola hepatica cathepsin L1 inhibitors, primary screen, counter-screen for PFM18AAP inhibitor project, biochemical, QFRET, fluorogenic peptide substrate. AID 1906, 2009. 300,000 tested, 0.49% active. recombinant F. hepatica cathepsin L1, Z-Leu-Arg-MCA fluorescence. inhibition, % at 5.96 µM;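 active = inhibition above the mean of all tested compounds plus 3 SD, set per screening campaign, cut at about 17% in these data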;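 note: 0% = plate median of test compound wells and 100% = 1 µM Z-Phe-Ala-diazomethylketone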
PP5 inh: PP5 phosphatase inhibitors, primary screen, biochemical, fluorescence. purified PP5c, OMFP substrate fluorescence. inhibition, % at 6.7 µM. 320,000 tested, 0.18% active;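 active = inhibition above the campaign's mean inhibition across all tested compounds plus 3 SD, cut at about 9.5% in these data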;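 note: 0% = DMSO only and 100% = 100 µM cantharidin control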
GASC-1 inh: inhibitors of GASC-1 histone demethylase, primary screen, biochemical, fluorescence, DELFIA europium | Lysine-specific demethylase 4C (Homo sapiens), Q9H3R0 | GST-JMJD2C(1-420) H3K9me3 demethylation | inhibition, % at 2.35 µM | 330,000 tested, 0.069% active;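 active = more than half of a compound's replicate wells show inhibition beyond 50%, single wells judged on their own value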;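 note: signal counts dimethyl H3K9 product captured on neutravidin plate; 0% = median of DMSO wells and 100% = 0.3 times that DMSO median; strong numbers were not always called active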
GRK2 aptamer HTS: compounds blocking aptamer binding on GRK2 – biochemical, human GRK2, bead flow cytometry, HTS, primary screen. AID 488847, 2010. FAM-aptamer displacement from GRK2. 330,000 tested, 0.59% active. inhibition of aptamer binding, % at 10 µM. Beta-adrenergic receptor kinase 1 (Homo sapiens), P25098;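 active = inhibition of aptamer binding above 40%, roughly 3 SD of noise, on plates passing a quality check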;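 note: median bead fluorescence of bound FAM aptamer so fluorescent compounds give negative values; no value below 0 was filed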
PP1 counter: PP1-alpha phosphatase inhibitors, primary screen, counter-screen for PP5 inhibitor project, biochemical, fluorescence, OMFP substrate, single point. AID 2235, 2010. inhibition, % at 6.7 µM. 320,000 tested, 0.9% active. purified PP1alpha. Serine/threonine-protein phosphatase PP1-alpha catalytic subunit (Homo sapiens), P62136;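 active = inhibition above the mean inhibition of all tested compounds plus 3 SD, computed separately for each screening campaign, cut at about 15% in these data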
proCasp7 act: procaspase-7 activators, primary screen, counter-screen for procaspase-3 activator project, biochemical, absorbance, HTS, human; Caspase-7 (Homo sapiens), P55210; recombinant procaspase-7, Ac-DEVD-pNA absorbance 405 nm; D23A/D198A/D206A triple mutant, cannot self-cleave; scale: DMSO 0, 5 µM enzyme 100; activation, % at 8.5 µM; 330,000 tested, 0.093% active; AID 463210, 2010;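 active = percent activation above the screen-wide mean plus 3 SD, cut at about 25% in these data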
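Replicates: singlicate. Assay system: Procaspase-7 triple mutant (PC-7 D3A). Signal: 405 nm absorbance of p-nitroaniline. Times: 1 h preincubation, 2 h reaction. Buffer or medium: Zinc-free HEPES pH 7.4 with 300 mM NaCl, 0.01% Triton X-100. Also added: DEVD-pNA substrate. Benchmarks: DMSO wells as 0%, DMSO with 5 µM added PC-7 as 100%.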
core dimer inh: inhibitors of HCV core protein dimerization, primary screen, biochemical, TR-FRET, high-throughput; TR-FRET GST/Flag-core106 dimerization, 1536-well; 300,000 tested, 0.33% active; AID 1899, 2009; inhibition, % at 5 µM;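 active = inhibition above the mean of all tested compounds plus 3 SD, set per screening campaign, cut at about 45% in these data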
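System: GST/Flag-tagged HCV core106 proteins. Incubation: compound-protein-antibody incubation 4 h at 22.5 °C. Technique: HTRF with 340 nm excitation, 617/671 nm emission. Medium: KF-containing HEPES buffer, pH 7.45, DTT, CHAPS, BSA. Read-out: inhibition (%) from 671 over 617 nm ratio. Also added: Eu(K)-anti-GST 90 ng/mL plus XL665-anti-Flag 1 µg/mL.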
* = called active by the depositor; · = no result given; & = joins results of further samples.

The line under a structure holds: PP1 counter	GRK2 aptamer HTS	VLA-4 inh	PP5 inh	core dimer inh	procasp3 activ	GASC-1 inh	CTSL1 counter	proCasp7 act
> O=C(CO)N/N=C/c1cccc(Cl)c1Cl
  -2	2	15	-0.8	3	1	2	-6	4
> Cc1ccc(-c2nc3ccccc3nc2-c2ccccc2)cc1
  2	5	5	0.3	3	-3	-3	4	5
> CC(=O)N1CCN(c2cc(N3CCCC3)c(F)cc2[N+](=O)[O-])CC1
  4	0	3	0.3	-3	-7	8	-1	-11
> CCc1nc2scc(-c3cccs3)c2c(=O)o1
  -1	0	3	0.5	29	-3	-1	0	4
> Cc1nn2c(=O)cc(COC(=O)c3ccc(S(=O)(=O)N4CCCCC4)cc3)nc2s1
  2	0	-1	-1.3	-3	11	-3	3	-2
> CC(=O)Nc1ccc(NC(=O)CSc2nnc(C3CC3)n2C)cc1
  -1	5	-4	-0.9	15	4	3	-1	2
> COc1ccc(N(CC(=O)NCCSc2ccccn2)S(C)(=O)=O)cc1Cl
  -2	0	8	2.9	-2	4	-3	-1	5
> CC(=O)Nc1ccc(S(=O)(=O)N(Cc2cc3ccc(C)cc3[nH]c2=O)CC2CCCO2)cc1 (stereo not drawn)
  -1	2	0	0.5	0	4	13	-2	5
> COc1ccc(C(=O)Nc2ccc(C(=O)Nc3nccs3)cc2)cc1[N+](=O)[O-]
  0	0	4	1.4	16	-7	2	-2	6
> COc1ccc(CC(=O)OCC(=O)NCc2ccco2)cc1OC
  0	2	4	-0.8	1	-2	-1	-2	7
> COc1cc(/C=C/C(=O)O)cc(S(=O)(=O)NC2CCCC2)c1OC
  -5	0	-13	-1.3	3	-2	-11	3	2
> O=C(Nc1ccc2c(c1)CCC2)c1cccc(OC(F)F)c1
  -2	1	-2	2.9	3	-10	6	-3	6
> CCOC(=O)c1cc(-c2cc3ccccc3o2)nc2c1c(=O)[nH]c(=O)n2CCOC
  0	2	-26	-7.1	-6	0	-5	0	-8
> COc1ccc(NC(=O)c2cc(S(=O)(=O)N(C)C)ccc2N2CCCC2)cc1Cl
  -3	3	26	-0.7	-3	-2	6	3	11
> CCC(C)Nc1nc(OC)nc(N(C)C#N)n1 (stereo not drawn)
  -4	0	-12	0.7	3	-6	-1	1	5
> CCOC(=O)CNC(=O)C(Cc1ccccc1)NC(=O)OCc1ccccc1 (stereo not drawn)
  -4	7	0	0.9	-4	3	1	12	2
> COc1cc(CN2CCCC(N3CCN(c4ccccc4C)CC3)C2)ccc1O (stereo not drawn)
  4	3	-164	4.6	-12	-1	-14	6	-7
> OCCOCCn1c(-c2ccccc2)nc(=S)c2c1CCCC2
  -1	2	1	-1.6	-9	0	-4	0	-10
> CCOC(=O)N/N=C/c1ccc(N(CC)CC)cc1O
  -2	2	21	1.8	-22	4	0	3	-5
> COc1ccccc1NC(=O)Cn1nnc2sc3c(c2c1=O)CC(C)(C)OC3
  -3	0	10	1.1	-2	2	-5	-2	8

(listing goes on)
The line under a structure holds: PP1 counter	GRK2 aptamer HTS	VLA-4 inh	PP5 inh	core dimer inh	procasp3 activ	GASC-1 inh	CTSL1 counter	proCasp7 act
> CC1CC(C)CN(C(=O)COC(=O)CNS(=O)(=O)/C=C/c2ccccc2)C1 (stereo not drawn)
  -3	0	5	0.8	-2	-2	-4	-36	4
> Oc1ccc(-c2c(C3=CCCCC3)sc3ccccc23)cc1
  -2	2	-3	3.3	17	-2	-12	0	-3
> O=C(C1Cc2ccccc2CN1S(=O)(=O)c1cccs1)N1CCCCC1 (stereo not drawn)
  -3	0	9	-0.7	4	12	-14	0	-9
> CCOC(=O)[C@H]1[C@H]2COc3ccc(Cl)cc3[C@@H]2N2C(=O)c3ccc(Cl)cc3NC(=O)[C@@]12C
  2	0	-6	-0.1	22	6	-7	2	2
> O=C(CN(C1CCCCC1)S(=O)(=O)c1ccc(F)cc1)NC1CC1
  1	2	7	-0.6	0	-4	4	-5	-3
> COc1ccc(C2CC(=O)Oc3c(C(CCN4CCN(c5ccccc5)CC4)c4ccc(N(C)C)cc4)c(OC)cc(OC)c32)cc1 (stereo not drawn)
  11	3	6	2.8	23	4	-1	2	11
> Cc1ccc(NC(=O)C2CCN(S(=O)(=O)c3ccc4c(c3)CC(C)N4C(=O)C3CCC3)CC2)nc1 (stereo not drawn)
  1	0	-8	0.8	6	-2	-2	0	7
> Cc1ccc(N(CC(=O)NC2CCCC2)C(=O)Cn2nnc(-c3ccccc3F)n2)cc1
  -1	0	6	1.8	7	7	14	0	-6
> CCN(C(=O)COC(=O)c1ccc(O)cc1O)c1c(N)n(Cc2ccccc2)c(=O)[nH]c1=O
  -2	2	35	-1.8	·	-5	5	·	-1
> COC(=O)c1c(C)[nH]c(C(=O)CSc2nnnn2-c2ccccc2)c1C
  -1	0	-5	4.2	5	8	-4	-1	-2
> Cc1ccc(/C=C/C(=O)OCC(=O)NCc2ccc(Cl)cc2)o1
  -1	4	51*	3.3	·	2	10	·	-1
> O=C(O)c1ccc(COc2ccc3ccccc3c2)o1
  -1	3	3	-0.9	0	3	3	-3	4
> O=C(O)c1cccc(-n2c(/C=C/c3ccc([N+](=O)[O-])cc3)nc3ccccc3c2=O)c1
  3	0	-2	2.5	13	2	-23	4	4
> Cc1ccc(CN(C#N)c2nc(C)cc(C)n2)cc1
  -6	4	25	-1.7	-6	-4	-5	-1	-9
> CC(C)(C)C1=Nn2c(nnc2-c2ccccn2)SC1
  -10	3	9	4.7	2	-6	8	-4	-14
> O=C(Nc1ccc(Cl)cc1Cl)c1ccc(-c2ccccc2)cc1
  -4	0	18	-0.6	0	2	-3	-2	-5
> COc1ccc(Cl)cc1C(=O)NNC(=S)NC(=O)c1ccc(F)c(F)c1
  0	0	-3	-0.3	1	0	-11	-4	-11
> N#Cc1ccc(C(=O)Nc2cccc3ncccc23)c(F)c1
  4	0	-9	0.8	-12	7	3	2	-9
> O=C(NCCc1ccncc1)Nc1ccc(F)cc1
  3	4	12	-0.5	-4	-4	-11	-5	5
> NC(=NC(=O)c1ccc(OC(F)(F)F)cc1)c1ccc(C(F)(F)F)cn1
  -3	0	-3	2.3	0	-10	4	-2	-2

The list continues.
The line under a structure holds: PP1 counter	GRK2 aptamer HTS	VLA-4 inh	PP5 inh	core dimer inh	procasp3 activ	GASC-1 inh	CTSL1 counter	proCasp7 act
> CCOc1ccc(Oc2c(/C=N/NC(N)=O)c(C)nn2-c2ccccc2)cc1
  5	0	6	4.0	0	8	4	-2	-4
> O=C(Nc1ccccc1)NC1(C(=O)NCc2cccs2)CCCCC1
  5	0	-4	2.1	-4	6	7	-1	-1
> COCCCNc1nc2c(-c3ccc(Cl)cc3)nnn2c2ccccc12
  2	0	-17	0.1	-14	0	-2	-1	10
> O=C(NCCN1CCOCC1)C(=O)NCC1OCCN1C(=O)c1ccc(Cl)cc1 (stereo not drawn)
  -1	0	-10	0.8	-3	-1	-6	-1	-8
> Cc1ccc(-n2c(C)cc(C3N=C(N)Nc4nc5ccccc5n43)c2C)c(C)c1 (stereo not drawn)
  12	0	15	0.8	-4	-2	0	0	7
> CCOC(=O)N1CCN(C(=O)C2c3cc(OC)c(OC)cc3C(=O)N3CCc4ccccc4C23)CC1 (stereo not drawn)
  -3	0	6	-0.5	-5	-8	8&8	-3	-8
> COC(=O)c1ccc(Cn2nnc3c(=O)[nH]c(C4CCN(S(=O)(=O)c5ccc(F)cc5)CC4)nc32)cc1
  6	3	3	0.9	17	6	-6	3	-3
> O=C(O)/C(=C\c1cn(-c2ccccc2)nc1-c1ccc(Cl)cc1)NC(=O)c1ccccc1
  6	5	-1	1.7	8	9	-9	4	4
> COC(=O)C1C(=O)C(C(=O)c2ccccc2)C(=O)CC1(C)C (stereo not drawn)
  -3	0	14	1.6	0	2	15	1	9
> CCNCC(=O)N1c2ccccc2CCc2ccc(NC(=O)OCC)cc21
  -2	39	-47	-2.0	13	8	0	-2	-2
> O=C(N/N=C/c1ccc(N2CCOCC2)cc1)C1CC1
  -3	6	2	-0.1	-4	-4	-1	1	17
> O=C(O)CCN1C(=O)c2ccc(Oc3ccc4c(c3)C(=O)N(CCC(=O)O)C4=O)cc2C1=O
  -3	0	9	0.8	1	1	-21	0	1
> CC(=O)Nc1c(O)nc(SCC(=O)Nc2c(C)cccc2C)[nH]c1=O
  -1	0	11	-1.5	-1	2	12	-1	-3
> CCc1ccc(/C=N/NC(=O)C(=O)NCCCN2CCOCC2)cc1
  3	0	17	0.6	-2	-11	0	-1	19
> CCOc1cc(N2CCOCC2)c(OCC)cc1NC(=O)c1ccc2ncsc2c1
  -2	7	-9	1.6	·	-10	·	·	-23
> Cc1ccc(-c2csc3ncn(CC(=O)OC(C)C)c(=O)c23)cc1
  2	0	0	3.5	4	7	2	4	2
> O=C(c1cnn(C(=O)c2cccc(S(=O)(=O)N3CCOCC3)c2)c1)c1cc(Cl)cc(Cl)c1O
  -3	0	1	1.0	14	2	8	-2	-1
> Cc1ccc(NC(=O)CS(=O)CC(=O)Nc2cccc(C)c2C)cc1F (stereo not drawn)
  -1	0	1	-0.1	0	-3	-11	0	-5
> CSc1ccccc1NC(=O)CN(c1ccccc1Br)S(C)(=O)=O
  -2	2	-1	-2.1	1	0	1	0	18
> CCC(=O)N1CCN(c2ccc(NC(=O)c3ccc4c(c3)OCCO4)cc2)CC1
  5	2	-14	1.4	-1	2	-10	-3	-3

Continuation:
The line under a structure holds: PP1 counter	GRK2 aptamer HTS	VLA-4 inh	PP5 inh	core dimer inh	procasp3 activ	GASC-1 inh	CTSL1 counter	proCasp7 act
> CN(C)CC(NC(=O)c1cccc(S(=O)(=O)Nc2ccc3c(c2)OCO3)c1)c1ccccc1 (stereo not drawn)
  -1	0	-11	-0.3	·	8	·	·	6
> CC(=O)Nc1ccc(S(=O)(=O)N2CCN(CC(O)COc3ccc4ccccc4c3)CC2)cc1 (stereo not drawn)
  -4	0	-6	2.2	0	-1	0	0	4
> CCOc1ccc(CNC(=S)N/N=C/c2ccncc2)cc1
  2	5	7	-0.9	4	3	0	6	-6
> CCc1cccc(CC)c1C(OC(C)=O)c1cccnc1 (stereo not drawn)
  -5	7	3	-2.3	3	6	-1	-1	0

Source: PubChem (several laboratories)
